Screens deposited in PubChem BioAssay by Broad Institute.
S100A4 inh HTS – inhibitors of human S100A4 binding to myosin IIA peptide. P26447. S100A4/TAMRA-MyoIIA peptide fluorescence polarization. inhibition, % at 10.7 µM. 360,000 tested, 0.14% active. AID 652163;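 active = mean inhibition of at least 70% across replicates, with every replicate also reaching that level; inconclusive = mean inhibition reaches 70% but some replicates fall short; inactive = mean inhibition below 70%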
Target sequence (P26447 whole entry, looked up): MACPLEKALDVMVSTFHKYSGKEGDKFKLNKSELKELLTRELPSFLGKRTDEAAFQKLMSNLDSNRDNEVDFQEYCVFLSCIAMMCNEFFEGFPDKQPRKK
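Test system – S100A4 monomer (human) · Compound – single-point compound testing · Schedule – 5 min incubation before reading · Probe or stimulus – TAMRA-labelled myosin IIA heavy-chain peptide probe, 5 nM · Benchmarks – neutral control DMSO, positive control TFP · Medium – Calcium-containing HEPES buffer, pH 7.2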
Xi reactivation – reactivates the inactive X chromosome in mouse fibroblasts; activation, % at 7.58 µM; AID 743238; 360,000 tested, 0.055% active; XiGFP mouse fibroblasts, % GFP-positive cells imaging, 3 d; cells co-treated with 5-aza-dC sensitizer; scaled so ellipticine positive control = 100%;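 active = mean normalized replicate activation at least 10% and every replicate at or above 10%; inconclusive = only one of the two criteria met; inactive = mean below 10% and not all replicates reach 10%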;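 note: 0% = median of on-plate neutral control wells and 100% = ellipticine 6 µM median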
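System: 68-5-11 XiGFP fibroblast line | Buffer or medium: DMEM containing 5-aza-dC | Compound: Single point | Times: Compounds 3 days, fix/stain 15 min at room temperature | Benchmarks: Positive control ellipticine, 6 µM final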
EWS-Fli inh – blocks EWS/Fli oncoprotein-driven transcription; A673 NR0B1-luciferase reporter, viability-normalised; inhibition, % at 12.6 µM; 350,000 tested, 0.67% active;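 active = mean inhibition of at least 50% after viability correction, with every replicate also passing that limit; inconclusive = mean reaches 50% but only one of two replicates passes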;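 note: firefly luciferase signal divided by Alamar Blue viability fluorescence both relative to DMSO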
esBAF inh – SWI/SNF esBAF complex inhibition. mouse ES cells, Bmi1-luciferase knock-in reporter, 24 h; 100% = twice the neutral-well signal. reporter increase, % at 12.5 µM. 350,000 tested, 2% active; in the data active = activation above about 40%; inconclusive = no clear call, values can overlap the other calls;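 note: 0% = median of the plate's neutral control wells and 100% = double that signal; a rise in the Bmi1 reporter signal indicates esBAF inhibition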
FN deposition inh – fibronectin deposition inhibition; AH1F fibroblasts, Alexa488-fibronectin deposition fluorescence, overnight; inhibition, % at 12.6 µM; 350,000 tested, 0.086% active;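 active = mean inhibition across replicates of 30% or more, regardless of how many single replicates reach that level; inconclusive = mean under 30% yet at least half of replicates reach 30%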;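 note: positive control wells lacked labelled fibronectin entirely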
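Assay system: AH1F fibroblasts / Quantity: 10000 cells per well / Medium: DMEM plus 2% serum, read in PBS / Reagent: labelled fibronectin 24 nM / Dosing: single dose, pinned / Times: 1 h cell attachment, overnight exposure to compound and label / Signal: fluorescence, ex 485 nm, em 525 nm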
RAD52 inh – inhibitors of human RAD52 DNA annealing; P43351; recombinant RAD52 DNA annealing, FRET fluorescence; inhibition, % at 18.7 µM; 360,000 tested, 0.46% active;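 active = every replicate showing at least 50% inhibition; inconclusive = mean inhibition at least 50% but not in every replicate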
RAD54 inh – RAD54 (human) branch migration inhibition; Q92698; AID 602329; 360,000 tested, 0.14% active; RAD54 Holliday junction branch migration, FAM/BHQ fluorescence; inhibition, % at 10.4 µM;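 active = mean normalized replicate activity at least 40 and at least half of replicates scoring 40 or more; inconclusive = only one of the two criteria met; inactive = mean below 40 and under half of replicates reaching 40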;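 note: 0% = median of neutral control wells and 100% = median of positive control wells; inhibitors cause a drop in the FAM fluorescence signal; in these data hits start at about 50%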
E-selectin induc – induces E-selectin expression in human endothelial cells | P16581 | HUVEC E-selectin immunofluorescence imaging; normalized: neutral wells 0, TNF-alpha wells 100 | activation, % at 7.58 µM | 260,000 tested, 0.37% active;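 active = mean E-selectin-positive cell signal at least 10% of the positive control, reached in at least 60% of replicates, without over 20% cell loss; inconclusive = no rule given, readout overlaps actives, possibly toxicity-flagged; inactive = the rest, including those meeting only one limit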;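 note: in these data hits start at about 27%; measured in HUVEC primary endothelial cells; signal is the percent of cells scored E-selectin positive by PE staining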
Target sequence (P16581 whole entry, looked up): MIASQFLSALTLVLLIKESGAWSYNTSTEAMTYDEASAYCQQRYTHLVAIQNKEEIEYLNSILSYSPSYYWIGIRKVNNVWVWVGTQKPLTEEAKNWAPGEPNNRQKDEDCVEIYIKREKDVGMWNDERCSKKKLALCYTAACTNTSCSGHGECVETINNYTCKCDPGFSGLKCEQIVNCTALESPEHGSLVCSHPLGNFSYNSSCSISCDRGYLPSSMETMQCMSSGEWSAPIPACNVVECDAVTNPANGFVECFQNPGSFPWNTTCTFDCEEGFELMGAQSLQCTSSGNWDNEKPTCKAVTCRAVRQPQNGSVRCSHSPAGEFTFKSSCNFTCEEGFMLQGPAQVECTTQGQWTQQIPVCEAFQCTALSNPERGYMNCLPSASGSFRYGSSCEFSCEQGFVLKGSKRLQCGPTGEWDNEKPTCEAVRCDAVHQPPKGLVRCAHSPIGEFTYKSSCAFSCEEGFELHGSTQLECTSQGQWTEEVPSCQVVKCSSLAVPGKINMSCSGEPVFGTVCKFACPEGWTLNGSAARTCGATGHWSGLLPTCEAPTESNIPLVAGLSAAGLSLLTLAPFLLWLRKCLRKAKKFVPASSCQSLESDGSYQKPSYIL
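Test system: HUVEC | Signal: Immunofluorescence imaging | Read-out: Percent E-selectin-positive cells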
* marks the source's active call; other numbers are inactive results; u = inconclusive; x = not tested or not shown; & = joins results of further samples. An unsorted share of the library, and some 3% of all compounds hit somewhere here.

SMILES	S100A4 inh HTS	Xi reactivation	EWS-Fli inh	esBAF inh	FN deposition inh	RAD52 inh	RAD54 inh	E-selectin induc
COc1ccc(S(=O)(=O)Nc2ccc3c(c2)CC(=O)N([C@@H](C)CO)C[C@H](C)[C@H](CN(C)Cc2ccc(C(=O)Nc4ccccc4N)cc2)O3)cc1	-14	0.2	x	x	-4	-14	x	-0.1
COC(=O)c1ccc(CN2CC(=O)N3[C@@H](CO)[C@H](c4ccc(Br)cc4)[C@@H]3C2)cc1	x	0.3	2	x	x	3	x	0.3
CCN(CC)S(=O)(=O)c1ccc2[nH]c(=O)cc(C(=O)Nc3ccccc3N3CCOCC3)c2c1	6	0.3	0	-2	-2	2	5	-0.1
COc1ccc(C2c3ccsc3CCN2C(=O)C(C)(C)C)cc1 (stereo not given)	-10	0.3	17	x	1	-9	x	x
C[C@H](CO)N1C[C@H](C)[C@H](CN(C)Cc2ccccc2)Oc2ccc(NC(=O)Cn3cnnn3)cc2C1=O	12	-0.6	-1	1	x	-1	-3	0.0
Cc1ccc(NC(=O)COc2ccccc2[N+](=O)[O-])nc1	-3	-0.1	-117	-15	8	-22	-8	x
COc1ccccc1NC(=O)Cn1c(C)cc(=O)c2cccc(OC)c21	-6	0.0	15	-23	-1	-9	15	0.0
Cc1ccccc1-c1cc2c(c3c1ccn3C)C1CCC2C1 (stereo not given)	1	0.1	-17	4	-6	-15	0	-0.1
C[C@@H]1CN([C@@H](C)CO)C(=O)c2cccc(NS(=O)(=O)c3ccccc3)c2O[C@@H]1CN(C)CC1CCCCC1	9	0.1	2	-6	x	26	-1	0.0
O=C(COC(=O)/C=C/c1ccc(OC(F)F)cc1)NCCN1C(=O)CSC1=O	-10	0.4	-1	x	x	-10	x	7.1
Cc1ccn(CC(=O)N/N=C/c2cc([N+](=O)[O-])ccc2O)n1	x	-0.1	x	x	8	x	4	0.1
Cc1ccc(CN2CCN(/N=C/c3ccc(N(C)C)cc3)CC2)cc1	-1	-0.1	-13	x	-1	-7	0	0.1

Whole records as entered above:
COc1ccc(C2c3ccsc3CCN2C(=O)C(C)(C)C)cc1 (stereo not given) as listed: S100A4 inh HTS = -10; Xi reactivation = 0.3; EWS-Fli inh = 17; esBAF inh = x; FN deposition inh = 1; RAD52 inh = -9; RAD54 inh = x; E-selectin induc = x
C[C@@H]1CN([C@@H](C)CO)C(=O)c2cccc(NS(=O)(=O)c3ccccc3)c2O[C@@H]1CN(C)CC1CCCCC1 as listed: S100A4 inh HTS = 9; Xi reactivation = 0.1; EWS-Fli inh = 2; esBAF inh = -6; FN deposition inh = x; RAD52 inh = 26; RAD54 inh = -1; E-selectin induc = 0.0

Next results follow.
SMILES	S100A4 inh HTS	Xi reactivation	EWS-Fli inh	esBAF inh	FN deposition inh	RAD52 inh	RAD54 inh	E-selectin induc
O=C(C[C@H]1C[C@H]2c3cc(NC(=O)Nc4ccccc4)ccc3O[C@H]2[C@@H](CO)O1)NCc1ccncc1	4	0.2	-5	5	1	-9	-3	-0.3
CC(=O)Nc1ccccc1-c1nc2ccc(C(=O)N3CCN(c4ccccc4)CC3)cc2[nH]c1=O	-2	0.0	-2	-15	-6	-1	3	-0.2
Cc1nnc(NC(=O)c2ccc3ccccc3c2)s1	2	0.0	x	x	-2	-8	-5	1.6
Cc1nc(N2CCN(S(=O)(=O)c3ccccc3C#N)CC2)c2c(-c3cccs3)csc2n1	-18	0.3	17	1	-4	-33	x	x
Cc1nc2ccccc2n1C(C)c1ccccc1 (stereo not given)	-2	0.0	-6	2	2	3	-5	0.2
O=C(Nc1cccc(C(=O)N2CCN(c3ccccc3)CC2)c1)c1ccco1	-1	0.0	-1	-2	1	11	-3	0.8
COc1ccccc1S(=O)(=O)N1CC[C@@H]2[C@H](CO)N(C)c3ccc(C#Cc4cccc(F)c4)cc3[C@@H]21	x	0.0	-30	3	-37	x	9	1.7
O=C(CC1CC1)N1[C@@H](CO)[C@H](c2ccccc2)C12CN(Cc1ccncc1)C2	4	0.0	-5	x	x	-12	x	-0.3
O=C(c1cnccn1)N1CC(=O)N2[C@@H](CO)[C@H](c3ccc(C4=CCCCC4)cc3)[C@@H]2C1	25	0.0	5	x	x	3	x	0.6
Cc1cc(C(=O)Cn2nc(C(=O)O)c3ccccc3c2=O)c(C)n1-c1ccc(OC(F)F)cc1	0	0.1	13	x	3	-21	x	x
COC(=O)c1ccc(CN2CC(=O)N3[C@H](CO)[C@H](c4ccc(-c5ccccc5F)cc4)[C@@H]3C2)cc1	-6	0.2	-4	x	x	-13	x	-0.3
CCCc1cc(=O)n2[nH]c(NCc3ccc(Cl)cc3Cl)nc2n1	x	x	x	-6	3	x	-9	0.9
CC(=O)Nc1cc(-c2ccc(Cl)cc2)[nH]n1	2	0.3	-86	74*	-8	-7	-2	0.2
C[C@H]1CN([C@@H](C)CO)C(=O)c2cc(NC(=O)c3ccncc3)ccc2O[C@H]1CN(C)C(=O)NC1CCCCC1	-3	-0.7	4	-4	x	3	3	x
C[C@@H]1CN([C@H](C)CO)C(=O)c2cccc(NC(=O)Nc3cccc4ccccc34)c2O[C@@H]1CN(C)Cc1ccc2c(c1)OCO2	-2	0.0	x	-2	-1	18	2	0.2
Cc1cc2nc3n(c2cc1C)CC1CC(C(=O)NCC2CC2)N(C)C31 (stereo not given)	-1	-0.7	-2	7	1	-14	-16	-0.1
CCNC(=O)C1CCCN(C(=O)c2ccc(OC)cc2)CC1 (stereo not given)	-3	0.0	11	-6	-7	-9	10	0.1
CC(OC(=O)/C=C/c1ccco1)C(=O)NC1CCCCC1C (stereo not given)	0	0.0	2	-5	-7	-20	8	-0.4
COc1cc(NC(=O)c2cccs2)c(OC)cc1NC(=O)CCC(=O)Nc1ccc2ncccc2c1	-3	0.1	-46	x	-9	-2	x	x
CC(C(=O)NCCN1CCOCC1)c1ccc([N+](=O)[O-])cc1 (stereo not given)	-4	0.0	3	-5	2	-11	x	x
COc1cnc(-c2ccccc2)c(-c2ccccc2)n1	-1	0.1	5	-14	7	-11	-6	4.0
CCCSc1ccc([C@H]2N[C@@](Cc3ccccc3)(C(=O)OC)[C@H]3C(=O)N(CC)C(=O)[C@@H]23)cc1	-1	-0.3	5	-1	-5	-1	6	0.0
Cc1ccc(S(=O)(=O)NCC(=O)N2CCC(C)CC2)cc1	-6	0.3	-5	3	3	-13	-6	0.0
Cc1ccc(NC(=O)c2cnc(SCC(=O)NCC3CCCO3)n(C)c2=O)cc1C (stereo not given)	-5	0.3	-8	-1	x	-8	1	4.5
CCN(CC)CCN(Cc1cc2cc3c(cc2[nH]c1=O)OCCO3)C(=S)NC	0	0.1	7	13	0	-7	10	x
N#Cc1ccc(-c2ccc(C3[C@@H]4CN(C(=O)C5CCCC5)C[C@H]3N4)cc2)cc1 (stereo not given in full)	5&3	0.0&0.0	3&3	x	2&10	-7&31	x	-0.6&-0.7
O=C(O)COc1ccc(S(=O)(=O)N2CCCC2)cc1	-4	0.1	-1	-1	-2	-3	-8	0.5
CCOC(=O)C(=O)NN=C(c1ccccc1)c1ccccc1	0	0.0	3	x	-15	-3	-3	-0.1
COc1ccc(-c2csc(N(CC3CCCO3)C(=O)c3ccc(C)cc3)n2)cc1 (stereo not given)	x	x	x	-34	-5	x	-5	-2.3
C(=NN=C1c2ccccc2-c2ccccc21)c1ccc2c(c1)OCO2	14	0.4	-31	x	0	-4	x	0.0
Cc1nc(N/C(N)=N/S(=O)(=O)c2ccc([N+](=O)[O-])cc2)nc2ccccc12	x	-0.1	x	-2	5	x	3	x
COC1C/C(=N\O)C2OC(c3ccccc3)OCC2O1 (stereo not given)	x	0.1	x	6	1	x	-8	x
CN(C)CCCNc1nc2cc(-c3ccccc3)sc2c(=O)n1C	-5	0.0	-5	-1	-2	54*	u	1.7
Cc1ccc(S(=O)(=O)N(C)C)cc1NC(=O)Nc1ccccc1F	-1	0.0	13	7	-7	-9	-3	1.8
C[C@@H]1CN([C@@H](C)CO)C(=O)Cc2cc(NC(=O)C3CCCCC3)ccc2O[C@H]1CN(C)CC1CCCCC1	2	1.0	2	-5	x	-5	-1	0.0
CN1C(=O)CC(c2ccccc2)C1=O (stereo not given)	-1	0.0	-4	3	-4	-8	-17	-0.1
CCN(CC(=O)Nc1ccc(C)c(F)c1)CC(=O)NC(C)C	-9	0.1	-1	3	-3	-10	-4	4.3
Cc1ccc(NC(=O)CSCC(=O)N(C)Cc2ccc(Cl)c(Cl)c2)cc1	-1	-0.1	-7	5	-9	0	-2	x
C=CCN1c2ccccc2[C@]23C[C@@H](C(=O)OC)N(C(C)=O)C2=NC(C(=O)OC)=C(C(=O)OC)[C@H]13	x	0.2	-9	2	-7	x	-6	1.6
O=C(NCCCN1CCOCC1)c1cc(-c2ccco2)nc2ccccc12	4	0.1	6	-3	x	-7	5	-0.4
CC(=O)NN1C(=O)/C(=C\c2ccc(O)cc2)SC1=S	0	0.1	-11	4	1	-415	-31	x
CCc1ccc(NC(=O)Cn2nc(C)c([N+](=O)[O-])c2C)cc1	-1	0.4	-12	-5	-5	-22	6	-2.9
COc1cc2c(cc1O)CC[C@@H]1[C@@H]2CC[C@]2(C)[C@@H](O)CC[C@@H]12	-10	x	x	-12	9	x	8	x
CN1C(=O)c2cc(NC(=O)C3CCCCC3)ccc2OC[C@@H]2O[C@@H](CC(=O)NC3CCCC3)CC[C@@H]21	x	0.0	6	3	-7	x	x	-0.1
CCN(CC)CCNCc1cc(Br)ccc1OCC(=O)NCc1ccccc1	3	0.0	-2	x	-1	1	x	x
COc1ccc(C2=COc3ccccc3C(=O)N2)cc1	2	0.2	0	24	-2	2	-9	-1.2
C[C@@H]1CN([C@@H](C)CO)C(=O)Cc2cc(NC(=O)Nc3ccc(C(F)(F)F)cc3)ccc2O[C@@H]1CN(C)CC1CCCCC1	18	0.0	-15	-2	0	4	-4	0.5
COc1ccc(/C(N)=N/OC(=O)c2ccc3ccccc3c2)cc1OC	-6	-0.1	-50	13	-9	3	-2	-0.1
CCc1nc2ccc(C(=O)N(C)CC(=O)Nc3cccc(F)c3)cc2nc1CC	1	0.5	5	-6	1	-14	2	0.8
Nn1c(SCc2c(F)cccc2F)nnc1-c1ccccn1	2	-0.1	-87	u	13	-12	10	0.6
Cc1ccc2nc3[nH]c(=O)[nH]c(=O)c3c(N)c2c1	7	0.1	1	5	1	-7	6	-0.2
O=C(COC(=O)c1ccc(F)c(S(=O)(=O)N2CCOCC2)c1)NCc1ccc2c(c1)OCO2	-3	0.0	4	-3	0	-21	-1	0.3
O=C(O)CSCC(=O)N(Cc1ccccc1)c1nc(-c2ccccc2)c(-c2ccccc2)s1	3	0.0	13	-2	-7	-4	10	x
Cc1ccc(S(=O)(=O)Cc2nnnn2-c2ccccc2)cc1	-4	0.0	x	1	3	11	-3	0.8
